NTR1 agonist: NTR1-driven beta-arrestin-GFP spot formation – imaging, U2OS cells, high content, primary screen (AID 493036); P30989; agonist mode; activation, % at 20 µM; 330,000 compounds, 0.17% hits;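 active = activation at or above 40% of the spot to cytoplasm intensity ratio, with at least 20 cells analyzed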;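 also: 0% = DMSO without peptide and 100% = 100 nM NTR1 peptide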
Target sequence (P30989 whole entry, looked up): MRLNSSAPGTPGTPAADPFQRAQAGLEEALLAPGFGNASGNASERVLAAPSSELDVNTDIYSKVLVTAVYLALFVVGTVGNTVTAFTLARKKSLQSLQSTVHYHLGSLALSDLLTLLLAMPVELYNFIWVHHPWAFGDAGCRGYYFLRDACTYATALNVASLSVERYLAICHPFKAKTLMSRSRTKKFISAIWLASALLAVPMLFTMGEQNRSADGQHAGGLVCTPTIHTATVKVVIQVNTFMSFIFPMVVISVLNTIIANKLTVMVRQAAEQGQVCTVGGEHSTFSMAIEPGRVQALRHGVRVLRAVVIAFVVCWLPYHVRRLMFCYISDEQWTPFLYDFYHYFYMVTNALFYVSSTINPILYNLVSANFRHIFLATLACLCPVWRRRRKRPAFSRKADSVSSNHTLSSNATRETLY
GPR55 activation: selective activators of receptor GPR55 – imaging, U2OS cells, beta-arrestin-GFP redistribution, primary screen (AID 1961). U2OS GPR55 beta-arrestin-GFP redistribution imaging; higher % means a stronger effect. activation, % at 10 µM, or EC50 in µM where a hit was titrated. 290,000 compounds, 0.048% hits;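 active = activation above 40% with more than 50 cells counted in the well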;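 also: U2OS osteosarcoma cells stably expressing GPR55 and beta-arrestin-GFP; plate controls were DMSO negative control for no effect and LPI positive control for full effect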
NOD2 inhibition: inhibition of NOD2-driven NF-kB reporter – cell-based, luminescence, uHTS, HEK293 (AID 1566) | HEK293 NOD2/NF-kB luciferase reporter, luminescence; higher % means a stronger effect | inhibition, % at 4 µM, or EC50 in µM where a hit was titrated | 290,000 compounds, 0.63% hits; also: many of its hits are not listed in these tables
KOR beta-arrestin-1: kappa opioid receptor activators – cell-based, luminescence, uHTS, primary screen (AID 1777); KOR beta-arrestin recruitment, luminescence; higher % means a stronger effect; one-dose activation, % at 10 µM; EC50 in µM for titrated hits; 280,000 compounds, 0.02% hits; in the data active = activation above about 50%, passing the limit was not always enough; also: a part of the inactive calls stands beside numbers as strong as those of hits
CSM14.1 death rescue: rescue of cells from ER stress-induced death, primary screen, 384-well, CSM14.1, thapsigargin, ATP luminescence (AID 1222) | cellular ATP content (survival), % at 20 µM, or EC50 in µM where a hit was titrated | 190,000 tested, under 10 active | CSM14.1 thapsigargin-induced death rescue, ATP luminescence; higher % means a stronger effect;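 active = EC50 below 50 µM in the dose-response confirmation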;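 also: death triggered by thapsigargin at about 15 µM added after 2 h compound pretreatment; cell ATP read after overnight thapsigargin exposure of roughly 18 to 22 hours; normalized against plate controls of thapsigargin alone and 5% DMSO vehicle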
NOD1 NF-kB reporter: inhibition of NOD1-driven NF-kB reporter – cell-based, luminescence, uHTS, primary screen (AID 1578); NOD1-driven NF-kB luciferase reporter cells, luminescence; higher % means a stronger effect; inhibition, % at 4 µM; hits with a dose series show EC50 in µM; 290,000 compounds, 1% hits; in the data active = inhibition mostly above about 36%, no sharp cut-off; inactive = mostly below about 34%;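 also: HEK-293T reporter cells stimulated with the NOD1 agonist gamma-tri-DAP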
KOR beta-arrestin-2: kappa opioid receptor blockers – cell-based, luminescence, uHTS (AID 1778); KOR beta-arrestin recruitment, luminescence, antagonist mode; higher % means a stronger effect; inhibition, % at 10 µM; hits with a dose series show IC50 in µM; 290,000 compounds, 0.091% hits; also: strong numbers were not always called active
TNAP activation fold: human TNAP enzyme activators, primary screen, biochemical, luminescent, no phosphate acceptor, uHTS (AID 1001) | 200,000 compounds, 0.03% hits | one-dose activation fold at 20 µM; EC50 in µM for titrated hits | purified TNAP, luminescent activation assay, no phosphate acceptor; higher activation fold means a stronger effect; in the data active = activation fold from about 3, or a potency from the dose series; inactive = the rest, 99 in 100 with activation fold below about 1.6; also: many of its hits are not listed in these tables
Yfh1-depleted yeast: enhancers of respiration in Yfh1-depleted yeast, dose response, Friedreich's ataxia, plus single-dose screen (AID 1465) | S. cerevisiae Yfh1-off respiration, WST-1 reduction, 72 h; higher fold induction means a stronger effect | fold induction at 50 µM, or EC50 in µM where a hit was titrated | 220,000 compounds, 0.074% hits;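 active = fold induction of absorbance versus untreated yeast above a set limit, then at least 30% activation at any dose in follow-up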;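 also: activators that raise dye reduction in frataxin-depleted yeast; strong numbers were not always called active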
NTR1 agonist cell count 20 µM: also measured in NTR1 agonist; calls as there; cell count; measured here: cell count, cytotoxicity flag
Active calls of the source: *; i = inactive; nt = not tested or not shown; [ ] = another dose, or the depositor's remark. Rule as the data show it, unless noted: active = inhibition above about 50%; inactive = the rest. The list is partial; rates above refer to the full screens.

SMILES | NTR1 agonist | NTR1 agonist cell count 20 µM | GPR55 activation | NOD2 inhibition | KOR beta-arrestin-1 | CSM14.1 death rescue | NOD1 NF-kB reporter | KOR beta-arrestin-2 | TNAP activation fold | Yfh1-depleted yeast
C/C(Cn1nc([N+](=O)[O-])cc1C)=N\NC(=O)c1cccc(Br)c1 | -0.2 | 48 | 1.1% | 0.7% | 1.8% | -2.1% | -2.5% | 2.1% | 1 | i
O=C(O)C1C2CCC(O2)C1C(=O)Nc1cccc(F)c1 (configuration not stated) | -0.8 | 81 | -0.3% | 13.5% | -2.5% | 1.8% | -26.5% | -6.3% | 1.1 | i
O=S(=O)(c1ccccc1)N1CC=C(c2ccccc2)CC1 | -0.2 | 64 | -0.4% | 6.1% | 0.8% | -1.7% | -19.8% | -21.9% | 1.1 | i
COc1ccc(CCn2c(C)nc3c(c(=O)c4ccccc4n3C)c2=O)cc1 | -1.3 | 68 | 0.3% | 18.5% | 4.3% | -3.1% | 9.4% | -18.0% | 1 | i
Cc1cc(C2C(=O)CC(=O)CC2c2ccccc2)on1 (configuration not stated) | -0.6 | 35 | -0.1% | 5.4% | -4.9% | 0.0% | -6.2% | -45.0% | 1.1 | i
Cn1c(=O)c(NCCc2ccccc2)c2c3c(cccc31)C(=O)c1ccccc1-2 | -3.5 | 42 | 0.0% | 9.5% | -0.9% | 1.5% | -2.3% | -39.6% | 0.8 | i
COC(=O)c1ccc(CON2C(=O)c3ccccc3C2=O)cc1 | -0.8 | 54 | 0.0% | 4.9% | 4.4% | -0.9% | 6.7% | -42.3% | 1.1 | i
O=C(/C=C/c1cccs1)Nc1cccc(NC(=O)/C=C/c2cccs2)n1 | 3.4 | 68 | -0.1% | -43.7% | 0.0% | -5.7% | -30.4% | 16.0% | 1 | i
NC(=O)NC(=O)CSc1nc2cc([N+](=O)[O-])ccc2n1-c1cccc(C(F)(F)F)c1 | 6.8 | 64 | 0.2% | 16.1% | 0.0% | nt | -3.7% | 25.3% | nt | i
CCCC1Cc2c(sc3nc(SC)nc(N)c23)CO1 (configuration not stated) | 1.1 | 76 | -0.1% | 9.2% | -1.1% | -0.1% | -23.0% | -10.1% | 1.1 | i
CC(C)(C)NC(=O)Cn1c(=O)oc2ccc(Cl)cc21 | -1.9 | 73 | -0.4% | 8.8% | -4.1% | -1.3% | 7.8% | -16.2% | 1.1 | i
Cc1ccc(NC2SC(=O)N(Cc3cccc(C(=O)O)c3)C2=O)c(C)c1 (configuration not stated) | 1.4 | 70 | -0.1% | 6.0% | -2.9% | nt | 2.5% | 40.4% | nt | i
COc1cccc(/C=N/n2c(C)nc3ccccc32)c1OC | 3.0 | 79 | -0.1% | 0.0% | 0.5% | nt | 5.7% | -34.7% | 1.1 | i
CCN(CC)c1nc(-c2ccc(C(=O)NN)cc2)nc(-c2ccc(C(=O)NN)cc2)n1 | 0.8 | 87 | -0.1% | -12.6% | 4.1% | nt | -0.4% | -11.4% | nt | nt
CCOc1ccc(C(=O)N2CCN(c3cnn(-c4ccccc4)c(=O)c3Cl)CC2)cc1 | -0.7 | 79 | -0.1% | 5.2% | 0.5% | 1.5% | -15.3% | 11.5% | 1 | i
O=C(NCC(=O)N1CCCC(C(F)(F)F)C1)c1ccc(Oc2ccccc2)cc1 (configuration not stated) | 1.5 | 54 | 0.0% | 9.0% | 3.4% | nt | -9.8% | -1.8% | nt | nt
CCOc1ccc(NC(=O)c2[nH]c(C)c(C(C)=O)c2C)cc1 | 0.8 | 85 | 0.4% | -2.2% | -5.5% | nt | -10.9% | -3.9% | nt | nt
CC(=O)Nc1ccc(S(=O)(=O)N2CCC(C(=O)NCCC(=O)Nc3ccccc3)CC2)cc1 | 0.9 | 53 | 0.3% | -13.0% | 0.7% | nt | -17.6% | -11.1% | nt | nt
O=C(O)CN1C(c2ccccc2O)Nc2ccc(Br)cc2C1c1ccccc1 (configuration not stated) | -0.9 | 85 | 0.3% | -8.1% | 1.0% | 1.6% | -28.2% | 9.2% | 2.4 | i
O=C(NCc1ccccn1)c1ccc2c(c1)N(Cc1ccccc1)CCS2 | 1.0 | 46 | -0.3% | -15.9% | 9.8% | nt | -11.0% | 21.1% | nt | i
O=C(Nc1cccc(-n2cnnn2)c1)c1cc2ccccc2o1 | 0.6 | 64 | 0.6% | 1.8% | 2.2% | nt | -28.0% | -0.8% | nt | nt
CCCC/C(C)=N\NC(=O)CNS(=O)(=O)c1ccc([N+](=O)[O-])cc1 | -0.3 | 50 | -0.1% | 1.0% | 2.9% | -2.4% | -18.9% | -38.7% | 1.1 | i
Cc1cccc(-n2nc3c(c2NC(=O)c2ccc(Br)o2)CSC3)c1C | -1.4 | 57 | -0.2% | -5.0% | 1.1% | -0.7% | -19.3% | -3.1% | 1.1 | i
O=C(Cn1nnc(-c2cccc(C(F)(F)F)c2)n1)NC(=O)NCc1ccco1 | 1.1 | 32 | 0.3% | -57.6% | 4.9% | -2.3% | -3.4% | -38.5% | 1 | i
COc1ccc(NC(=O)NC2CCCCCCC2)cc1OC | -1.3 | 44 | -0.1% | -3.5% | -2.5% | nt | -11.6% | 29.1% | nt | nt
CCCc1nc2c(nnn2Cc2ccccc2)c(=O)[nH]1 | -0.4 | 43 | -0.1% | 6.5% | 1.1% | nt | nt | 3.2% | 1.1 | i
O=C(Cn1cc(S(=O)(=O)Cc2ccccc2)c2ccccc21)Nc1ccccc1 | 4.5 | 53 | 0.1% | -10.8% | 8.2% | -1.5% | -15.7% | -30.5% | 1.1 | i
Cc1ccc(C(=O)Cn2cncn2)cc1 | 0.8 | 41 | -0.2% | 5.7% | 2.2% | nt | -2.4% | 27.7% | nt | i
CCc1ccc(-c2nc(CS(=O)CC(=O)NC3CCCCCC3)c(C)o2)cc1 (configuration not stated) | 0.5 | 49 | 0.4% | 0.8% | 5.0% | nt | -4.6% | -8.6% | nt | nt
COc1ccccc1NC(=O)COC(=O)C1CCN(/C=C/C(=O)C(F)(F)F)CC1 | 2.4 | 61 | -0.3% | 8.0% | 6.3% | -2.1% | -30.4% | -0.8% | 1.1 | i
CC(=O)c1sc(NC(=O)C2COc3ccccc3O2)nc1C (configuration not stated) | -0.9 | 88 | 0.0% | -45.5% | -4.8% | -2.6% | 24.0% | 10.9% | 1 | i
COc1ccc(-c2noc(CCC(=O)NC3CCCCC3)n2)cc1OC | -0.7 | 81 | 0.0% | -8.1% | -1.2% | -3.5% | -15.4% | -26.0% | 1 | i
O=C(CN1CCc2ccccc2C1)Nc1cc(S(=O)(=O)N2CCOCC2)ccc1N1CCCC1 | 1.3 | 80 | -0.2% | 3.7% | 3.4% | -0.3% | 1.1% | -4.8% | 1 | i
O=[N+]([O-])c1cc(-c2cnc3ccccc3n2)ccc1Cl | -1.0 | 39 | 0.8% | -0.6% | -6.7% | 8.2% | -25.1% | 26.4%[20 µM] | 1 | i
CC(=O)Cn1ncc(N2CCOCC2)c(Cl)c1=O | -0.6 | 90 | 0.0% | -1.5% | -3.3% | nt | 1.8% | 3.2% | nt | nt
CCCN1C(=O)/C(=C/c2cc(C)n(C)c2C)SC1=Nc1ccc(OCC)cc1 | 10.6 | 46 | -0.1% | 15.6% | -3.3% | -2.0% | 2.7% | 6.0% | 1 | i
CCOC(=O)c1c(NS(=O)(=O)c2cccc(OC)c2)sc2c1CCC2 | 0.0 | 73 | 0.5% | -3.7% | 9.4% | 1.9% | 39.8% | -25.3% | 1 | i
Cc1ccc(CCNC(=O)C2CCCN(c3ncnc4c3nc3n4CCCCC3)C2)cc1 (configuration not stated) | 1.9 | 51 | 0.1% | 20.5% | -1.9% | nt | 7.9% | -6.9% | nt | nt
CCCCN(CC)Cc1ccc(CNC(=O)Nc2ccccc2)o1 | -1.1 | 51 | -0.1% | 2.1% | -1.9% | 0.5% | -14.8% | 10.2% | 1.2 | i
CCN(CC)Cc1ccccn1 | 0.3 | 57 | 0.2% | -8.7% | 1.3% | nt | 1.6% | -9.3% | nt | i
CCOc1cc(C(C(=O)NCC2CCCO2)N(C(=O)Cn2nnc3ccccc32)c2ccc(NC(C)=O)cc2)ccc1O (configuration not stated) | -1.1 | 43 | -0.1% | 10.6% | 2.0% | nt | 4.3% | -26.6% | nt | nt
Cc1ccc(OCc2cc(C(=O)N3CCC(C(O)C(C)C)CC3)no2)cc1C (configuration not stated) | 3.5 | 58 | -0.3% | -8.9% | -2.5% | nt | -29.4% | -10.2% | nt | nt
CCN(CC)S(=O)(=O)c1ccc(C(=O)OCC(=O)N2CCOCC2)cc1 | -2.0 | 45 | -0.1% | 4.9% | 1.2% | nt | -9.6% | -5.3% | nt | nt
O=C(OCC(=O)N1CCCC1)c1ccc(Cl)c([N+](=O)[O-])c1 | -1.4 | 48 | -0.2% | -1.5% | -2.8% | nt | -2.6% | 33.8% | nt | nt
COc1ccc(NS(=O)(=O)c2ccc(F)c(Cl)c2)cn1 | 1.2 | 52 | nt | -18.2% | 0.9% | nt | -31.5% | -19.7% | nt | nt
COCCCNC(=O)CC(C)c1ccccc1 (configuration not stated) | -0.4 | 55 | 0.4% | 13.3% | -0.6% | 0.8% | -28.5% | nt | 1.1 | i
O=C(CCC1CCCC1)N=C1SC2CS(=O)(=O)CC2N1Cc1ccccc1 (configuration not stated) | 1.3 | 65 | 0.3% | 12.3% | -6.2% | nt | -16.5% | -4.6% | nt | nt
CC(C)C(NS(=O)(=O)c1cccc2nsnc12)C(=O)N1CCc2ccccc2C1 (configuration not stated) | -0.8 | 72 | 0.0% | 15.3% | -1.2% | -0.8% | -8.1% | -16.4% | 1 | i
CN1CCN(CC(O)COc2ccc(Cl)cc2)CC1 (configuration not stated) | -0.2 | 42 | -0.2% | -0.6% | -0.1% | 0.9% | -2.4% | 9.2% | 1.2 | i
COc1ccc(N(C(C)C(=O)NCCSCc2cccc(Cl)c2)S(C)(=O)=O)cc1 (configuration not stated) | 0.2 | 58 | 0.2% | 8.7% | -0.8% | nt | 23.3% | -10.1%[20 µM] | nt | nt
O=C(Nc1ccc(CN2CCS(=O)(=O)CC2)cc1)c1ccc(F)cc1 | 0.8 | 58 | 0.1% | -3.8% | 0.5% | nt | -13.7% | -14.4% | nt | i
CC(C)Cn1c(=O)c(C(=O)NCc2ccccn2)c(O)c2ccccc21 | 3.2 | 54 | -0.5% | -5.4% | 3.6% | -1.7% | -7.5% | -44.1% | 1 | i
COc1cc(NC(=O)c2cc3cccc(OC)c3o2)cc(C(=O)Nc2cccc(C(F)(F)F)c2)c1 | 6.3 | 85 | -0.1% | 40.8% | 4.5% | nt | 0.1% | -19.2% | nt | i

3 of the entries above in order of the KOR beta-arrestin-2 value, low to high.
canonical_smiles	KOR beta-arrestin-2
O=C(Cn1cc(S(=O)(=O)Cc2ccccc2)c2ccccc21)Nc1ccccc1	-30.5%
CC(C)C(NS(=O)(=O)c1cccc2nsnc12)C(=O)N1CCc2ccccc2C1 (configuration not stated)	-16.4%
CCOc1ccc(NC(=O)c2[nH]c(C)c(C(C)=O)c2C)cc1	-3.9%
